RGS4 inhibitor: Inhibitors of Regulator of G Protein Signaling (RGS) 4: qHTS; Potency, µM (doses to about 114 µM), for inactives: top-dose activity change, negative = inhibition, hits mostly inhibitors; Regulator of G-protein signaling 4 (Homo sapiens), P49798; 390,000 compounds, 0.039% hits; Transcreener GDP fluorescence polarization, RGS4-accelerated GTP hydrolysis; note: potency is the fitted concentration of half-maximal effect; % is set by controls: 0 for no effect and ±100 for the full control effect; nearly all actives have a fitted effect of over 75% in size; some results filed as inactive show a strong effect at the top dose
Target sequence (P49798 whole entry, looked up): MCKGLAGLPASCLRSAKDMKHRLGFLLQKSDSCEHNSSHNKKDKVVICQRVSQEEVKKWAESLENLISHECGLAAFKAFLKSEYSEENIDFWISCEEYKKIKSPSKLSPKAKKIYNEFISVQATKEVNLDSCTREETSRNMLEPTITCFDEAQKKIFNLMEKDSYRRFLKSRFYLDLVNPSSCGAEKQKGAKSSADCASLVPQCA
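MLSMR compounds (23 nl, pin-transferred) preincubated 10 min at room temperature with a 500nM (2x) first reagent, then RGS4 at 900nM (2x) plus Transcreener GDP mix added; fluorescence polarization (620/688 nm) read before and after 90 min at 30 °C.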
ERG Ets-DNA blk: qHTS for Small Molecule Inhibitors of the ERG Ets/DNA interaction; 370,000 compounds, 0.028% hits; Transcriptional regulator ERG (Homo sapiens), P11308; Potency, µM (top dose mostly 76.9 µM), for the others: at the highest dose FP activity, negative = inhibition, actives largely listed as inhibitors; fluorescence polarization, His-ERG Ets domain / labelled DNA; AID 624246, 2012; active = well fitted inhibition curve with a large enough effect in the polarisation, with a control signal flat; inconclusive = small, poorly fitted or top-dose-only effect, or effect the other way, or a change in a side signal; inactive = no such curve, though single readings can be large or run the other way; the % refers to the polarisation;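 note: polarization taken with two DNA probes labelled with fluorescein and Texas red; potency is the fitted concentration of half-maximal effect; % of control where 0% means no effect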
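His-tagged ERG Ets domain (1 uM in the protein solution; 300mM KCl, 50mM Tris-HCl, 1mM EDTA, 1mM DTT, pH 7.5) received compound, then a probe mix of 5 nM fluorescein-DNA and 100nM Texas-615-DNA. Fluorescence polarization was read for both dyes.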
JMJD2A Tudor inh: qHTS Assay for Inhibitors of JMJD2A-Tudor Domain; Lysine-specific demethylase 4A (Homo sapiens), O75164; AlphaScreen JMJD2A-Tudor / H3K4me3 peptide binding; Potency, µM (top dose mostly 114 µM), inactives show at the highest dose activity change, negative = inhibition, most hits filed as inhibitors; 390,000 compounds, 4.4% hits; note: potency is the fitted concentration of half-maximal effect; % is set by controls: 0 for no effect and ±100 for the full control effect; nearly all actives have a fitted effect of over 50% in size
BAZ2B inh: qHTS Assay for Inhibitors of BAZ2B; 360,000 compounds, 4.4% hits; Potency, µM (highest dose often 114 µM), for the others: at the top dose activity change, negative = inhibition, hits mostly inhibitors; Bromodomain adjacent to zinc finger domain protein 2B (Homo sapiens), Q9UIF8; AID 504333, 2011; AlphaScreen BAZ2B-H3K14Ac peptide displacement; note: potency is the fitted concentration of half-maximal effect; % is set by controls: 0 for no effect and ±100 for the full control effect; nearly all actives have a fitted effect of over 60% in size
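Protein-peptide AlphaScreen: BAZ2B 50 nM, b-H3K14Ac 50 nM, 1x PBS pH 7.4 + 0.01% Tween-20. Preincubation 30 min RT; cpd 30 min RT (top 110 uM); beads 20 min RT, light-protected.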
HP1b chromo inh: HTS for Inhibitors of HP1-beta Chromodomain Interactions with Methylated Histone Tails; Chromobox protein homolog 1 (Homo sapiens), P83916; AlphaScreen HP1-beta / biotin-H3K9me3 peptide binding; Potency, µM (highest dose often 114 µM), without a hit: top-dose activity change, negative = inhibition, usual class: inhibitors; 390,000 compounds, 0.56% hits; note: potency is the fitted concentration of half-maximal effect; nearly all actives have a fitted effect of over 70% in size; inactives centre near 23
Target sequence (P83916 whole entry, looked up): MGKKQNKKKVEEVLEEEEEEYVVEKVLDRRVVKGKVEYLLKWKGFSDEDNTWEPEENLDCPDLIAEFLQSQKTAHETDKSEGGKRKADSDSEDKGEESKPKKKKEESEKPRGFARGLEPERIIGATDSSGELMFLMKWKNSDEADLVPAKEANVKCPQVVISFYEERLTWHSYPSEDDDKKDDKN
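HP1-beta protein (50 nM final) preincubated 30 min at room temperature with biotinylated H3(1-18)K9me3 peptide (50 nM) in PBS pH 7.4, 0.01% Tween-20, then compound added for 30 min. AlphaScreen streptavidin donor/nickel chelate acceptor beads (10 ug/mL final), 30 min dark, luminescence read.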
12-LOX inh: Primary qHTS assay for inhibitors of human arachidonate 12S-lipoxygenase (ALOX12): Round 2 | Polyunsaturated fatty acid lipoxygenase ALOX12 (Homo sapiens), P18054 | purified 12hLO, xylenol orange hydroperoxide absorbance | Potency, µM (series often up to 108 µM), for the others: at the highest dose activity change, negative = inhibition, usual class: inhibitors | 580,000 compounds, 1.1% hits | AID 1671190, 2021; note: potency is the fitted concentration of half-maximal effect; % is set by controls: 0 for no effect and ±100 for the full control effect
Target sequence (P18054 whole entry, looked up): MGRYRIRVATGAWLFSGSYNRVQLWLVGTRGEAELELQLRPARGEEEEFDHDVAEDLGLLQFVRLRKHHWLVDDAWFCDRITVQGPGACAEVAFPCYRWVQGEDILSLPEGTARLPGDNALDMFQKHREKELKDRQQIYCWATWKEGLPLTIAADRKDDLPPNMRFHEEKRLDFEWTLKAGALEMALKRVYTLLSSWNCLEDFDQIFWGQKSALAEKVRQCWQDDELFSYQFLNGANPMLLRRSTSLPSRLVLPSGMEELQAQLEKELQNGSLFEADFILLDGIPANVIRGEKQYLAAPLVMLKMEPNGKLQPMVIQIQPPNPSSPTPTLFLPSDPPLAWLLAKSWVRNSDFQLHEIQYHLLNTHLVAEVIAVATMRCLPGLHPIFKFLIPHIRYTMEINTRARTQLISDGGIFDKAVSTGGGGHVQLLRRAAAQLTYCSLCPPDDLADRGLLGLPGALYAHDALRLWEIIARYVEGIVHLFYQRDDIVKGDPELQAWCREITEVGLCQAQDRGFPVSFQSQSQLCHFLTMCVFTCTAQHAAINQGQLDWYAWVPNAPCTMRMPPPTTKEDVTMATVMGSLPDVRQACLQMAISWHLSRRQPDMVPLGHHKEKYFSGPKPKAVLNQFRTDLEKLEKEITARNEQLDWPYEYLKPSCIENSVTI
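Purified human 12hLO (150 nM final) in 25 mM Hepes, 0.01% Triton X-100, pH 7.0 was preincubated 15 min at room temperature with compound. Then 40 uM arachidonic acid was added, 30 min. Hydroperoxide was read by Fe-XO absorbance ratio 573/405 nm.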
G9a block: qHTS Assay for Inhibitors of Histone Lysine Methyltransferase G9a | 350,000 compounds, 8.8% hits | Potency, µM (titrated, usually from 102 µM), for the others: at the top dose activity, negative = inhibition, hits mostly inhibitors | AID 504332, 2011 | G9a H3K9 monomethylation, AlphaScreen, 2 h; note: potency is the fitted concentration of half-maximal effect; % is set by controls: 0 for no effect and ±100 for the full control effect; nearly all actives have a fitted effect of over 75% in size
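Enzyme 20 nM + cpd, 15 min RT; add b-H3K9 pep 500 nM / SAM 20 uM; 2 h RT; anti-H3K9me1 Ab 0.5 ug/mL + SA donor / anti-rabbit acceptor beads 20 ug/mL each, 10 min; AlphaScreen read.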
PI4K2A inh: qHTS for small molecular inhibitors of PI4K2A; Phosphatidylinositol 4-kinase type 2-alpha (Homo sapiens), Q9BTU6; purified PI4K2A, ADP-Glo luminescence, 1 h; stronger effect = lower value; activity change, negative = inhibition, % at 76.9 µM; 420,000 compounds, 0.13% hits; AID 1346378, 2018; in the data active = activity change below about -50%; inconclusive = mostly about -30% to -49%;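 note: -100% = wells without enzyme as full effect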
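In this quantitative HTS, ADP production by PI4K2A was quantified luminescently after 1 h at ambient temperature; 100 microM adenosine served as plate-quality control.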
GLS inh: qHTS for Inhibitors of Glutaminase (GLS); Glutaminase kidney isoform, mitochondrial (Homo sapiens), O94925; GLS enzymatic activity, qHTS titration; Potency, µM (top dose mostly 45.5 µM), for inactives: top-dose activity change, negative = inhibition, most hits filed as inhibitors; 410,000 compounds, 0.21% hits; note: potency is the fitted concentration of half-maximal effect; % is set by controls: 0 for no effect and ±100 for the full control effect
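Two-point fluorescence kinetic (t0, 30 min RT) for hKGA; glutamate detected via glutamate oxidase–HRP–Amplex Red. Substrate: 1 mM L-glutamine solution; buffer 45 mM KH2PO4, pH 8.2.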
The depositor's hits bear a star; ? = inconclusive; nt = not tested or not shown; & = joins results of further samples; [ ] = dose if it differs, or a comment. Unless noted, calls come from the whole dose curve; as a rule, active = well fitted curve in the direction sought with a large enough effect; inconclusive = small, poorly fitted or top-dose-only effect, or another doubt; inactive = no such curve, though single readings can be large; an effect the other way counts as inactive or inconclusive.

structure,G9a block,RGS4 inhibitor,GLS inh,PI4K2A inh,HP1b chromo inh,BAZ2B inh,12-LOX inh,ERG Ets-DNA blk,JMJD2A Tudor inh
CCc1ccc2c(c1)NC(c1cccnc1)=NC(c1ccc(C(C)(C)C)cc1)=N2,?,-3.3%,7.2%,-1.7,?,?,-7.2%,1.5%,?
CC(=O)Nc1ccc(Oc2ccc(-c3noc(C)n3)cc2)cc1,-16.4%[59 µM],-28.0%,1.9%,3.5,13.9%,-1.5%,291.3%[activator],5.1%,-13.2%
O=C(C1CCN(S(=O)(=O)c2c(Cl)cccc2Cl)CC1)N1CCCC1,nt,-11.2%,-4.5%,8.5,27.5%,nt,7.7%,-5.8%,-10.3%
COc1ccc(C(=O)NCc2nnc(SCC(=O)Nc3ccc(C)cc3)n2-c2ccccc2)cc1,26.1%[59 µM],-7.3%,-7.4%,-1.3,61.8%[activator],16.5%,-13.0%,6.1%,-21.2%
CCOc1ccc(NC(=O)CCC(=O)Nc2cc(OC)c(NC(=O)c3ccco3)cc2OC)cc1,38.9%[activator],-13.6%,2.1%,2.6,45.1%[activator],-0.8%,-24.0%,6.9%,-7.8%
CN(C)CC(=O)N1c2ccccc2CCc2ccc(NC(=O)c3ccc(N)cc3)cc21,7.8%[12.7 µM],3.3%,1.3%,-5.4,-3.3%,?,13.1%,1.2%,-32.5%
COc1cc2c(cc1OC)C(C)N(C(=O)c1cc3n(n1)C(C(F)(F)F)CC(c1ccco1)N3)CC2 (stereo not drawn),17.8µM*,-31.7%,-1.0%,3.9,-13.7%,?,11.2%,13.4%,?
CC(=O)OCc1cc(=O)n(C)c(=O)n1C,-34.9%[12.7 µM],3.4%,-8.7%,-6.0,21.5%,-28.6%,4.4%,-3.3%,-14.7%
Cc1ccc(C)c2c1[nH]c1ccccc12,31.1%[59 µM],-17.8%,12.4%,2.4,37.7%,4.7%,-19.8%,-2.5%,8.8%
CC(C)NC(=O)C(c1ccccc1)N1Cc2ccccc2C1=O (stereo not drawn),-5.0%[59 µM],17.6%,-11.8%,1.0,25.2%,4.8%,-28.5%,1.6%,-9.9%
O=C(Cc1cccc(NC(=O)C2CCCN(C(=O)C3CCC3)C2)c1)Nc1cccc(C(=O)N2CCCCC2)c1 (stereo not drawn),nt,8.2%,-2.8%,0.2,49.7%[activator],nt,-4.0%,-2.8%,-13.7%
CC1CC(=O)C2=C(C1)Nc1ncnn1C2c1ccccc1 (stereo not drawn),-24.9%[0.0925 µM],-2.3%,5.8%,2.6,28.4%,-2.7%,-3.8%,3.7%,-3.0%
O=C(CCS(=O)(=O)c1ccccc1)N(Cc1cccnc1)c1nc2ccc(F)cc2s1,3.6%[59 µM],-33.7%,-8.7%,5.4,25.3%,1.3%,?,-5.3%,-16.2%
CCOC(=O)c1cc2c(=O)n3cccc(C)c3nc2n(Cc2ccco2)c1=NC(=O)c1cccnc1,8.1%[12.7 µM],-35.5%,-17.0%,-22.0,15.3%,79.4µM*,0.0%,0.4%,?
O=C(NCCOCC(F)(F)C(F)F)c1cc(F)c(F)cc1Cl,2.6%[12.7 µM],-11.1%,-1.8%,9.9,26.2%,9.8%,13.6%,-8.0%,-2.5%

Structures listed so far that bear a hit mark in BAZ2B inh.
structure,G9a block,RGS4 inhibitor,GLS inh,PI4K2A inh,HP1b chromo inh,BAZ2B inh,12-LOX inh,ERG Ets-DNA blk,JMJD2A Tudor inh
CCOC(=O)c1cc2c(=O)n3cccc(C)c3nc2n(Cc2ccco2)c1=NC(=O)c1cccnc1,8.1%[12.7 µM],-35.5%,-17.0%,-22.0,15.3%,79.4µM*,0.0%,0.4%,?

Further records follow.
structure,G9a block,RGS4 inhibitor,GLS inh,PI4K2A inh,HP1b chromo inh,BAZ2B inh,12-LOX inh,ERG Ets-DNA blk,JMJD2A Tudor inh
CCOc1ccc(CNS(=O)(=O)c2ccc(-c3ccc(=O)[nH]n3)o2)cc1OC,9.8%[59 µM],34.8%,4.6%,-3.8,17.4%,-6.7%,5.4%&-7.9%,-0.7%,-5.1%
N/C(=N\OC(=O)N1c2ccccc2Sc2ccccc21)c1ccc(Br)cc1,50.1µM*,?,11.8%,-0.7,-16.4%,?,?,-1.8%,-35.6%
COc1ccc(-n2c(SCC(N)=O)nc3nc4c(cc3c2=O)COC(C)(C)C4)cc1,-0.5%[59 µM],5.9%,0.1%,-1.6,7.6%,-0.9%,-12.9%,-4.7%,-4.8%
CCOc1ccc(-n2c(=S)sc3c(=O)[nH]c(SCC(=O)NCC4CCCO4)nc32)cc1 (stereo not drawn),-0.3%,-33.3%,15.6%,-5.2,22.8%,0.0%,-19.6%,-4.0%,-20.9%
COc1ccc(Cl)cc1S(=O)(=O)N1CCCC1,3.5%,6.6%,-3.8%,-1.1,27.2%,5.2%,-9.4%,nt,-4.2%
CN(Cc1ccccc1)C(=O)C1CCN(Cc2cc3ccccc3n2Cc2ccccc2)CC1,-27.1%[59 µM],-5.8%,3.2%,1.6,19.8%,-21.2%,44.7µM*,-0.7%,-14.3%
O=C(COC(=O)COc1ccccc1)Nc1ccc(Cl)cn1,-92.1%[12.7 µM],6.8%,1.4%,-2.7,23.6%,13.2%,-4.9%,-0.9%,7.7%
O=C(NCCc1ccccc1)C1CCC(CNS(=O)(=O)c2ccccc2)CC1 (stereo not drawn),12.4%,3.1%[56.9 µM],-7.6%&-1.7%,3.0&-6.1,34.0%&34.1%,-35.0%&5.0%,?,-7.2%&-2.9%,-4.1%&9.0%
COC(=O)c1ccccc1NC(=O)c1ccc(COc2ccccc2Cl)o1,9.3%[59 µM],-2.9%,1.8%,-1.5,63.8%[activator],2.4%,7.0%,0.5%,15.8%
O=C(c1ccco1)N1CCC(c2nc3ccccc3[nH]2)CC1,-32.8%,-2.1%,0.1%,4.1,40.0%[activator],11.6%,-26.9%,2.0%,4.8%
COc1ccc(-c2onc(C)c2C)cc1S(=O)(=O)NCC1CCN(Cc2cccc(F)c2)CC1,1.8%[59 µM],-8.1%,3.5%,-3.4,14.6%,-27.4%,?,9.1%,-17.2%
COc1ccc(S(=O)(=O)NCC(=O)N(CC(=O)NCC2CCCO2)c2cc(C)ccc2C)cc1 (stereo not drawn),?,-1.7%,-7.9%,-1.8,32.9%[activator],10.5%,5.6%,13.0%,2.9%
COc1ccc(CCNC(=O)CSc2cn(CCNC(=O)c3ccc(OC)c(OC)c3)c3ccccc23)cc1OC,9.2%[59 µM],33.7%,0.3%,0.1,17.6%,-24.1%,0.0%,1.0%,-21.3%
COc1ccc(C(=O)Nc2ccc(S(=O)(=O)N3CCOCC3)cc2)cc1[N+](=O)[O-],-7.5%,-9.1%,0.2%,0.6,12.8%,-2.0%,132.3%[activator],-0.5%,-25.5%
Cc1cc2c(cc1C)C(c1cccc(F)c1)CC(=O)N2 (stereo not drawn),5.4%[59 µM],-15.8%,-12.8%,0.4,39.3%[activator],-19.5%,0.0%,-1.2%,-4.8%
CCOC(=O)c1cc2c(=O)n3ccccc3nc2n(Cc2ccco2)c1=NC(=O)c1ccc(F)cc1,9.0%[59 µM],-28.8%,3.5%,-8.4,25.9%,3.8%,-2.3%,-3.3%,-1.7%
COc1cccc(-c2cc(C(F)(F)F)nc(-n3ccc([N+](=O)[O-])n3)n2)c1,27.8%,7.9%,7.9%,-1.8,35.5%,15.3%,27.0%,14.5%,-13.1%
Cc1ccc(C(=O)OCC(=O)NCc2cccs2)cc1S(=O)(=O)N1CCOCC1,?,-11.0%,11.2%,-6.6,6.5%,nt,4.7%,0.4%,-13.8%
O=C(Cc1ccccc1)Nc1ccc2c(c1)C(=O)N(CC1CCCO1)C2=O (stereo not drawn),-2.0%,-9.4%,-1.3%,4.3,34.3%,-13.6%,-4.1%,-0.8%,5.0%
Cc1ccc(NC(=O)Cn2cnc3c(nnn3Cc3ccc(F)cc3)c2=O)cc1,2.2%,0.3%,3.8%,3.9,8.4%,-16.9%,-13.3%,-0.5%,-20.1%
CCCn1c2c(c(O)c(C(=O)Nc3ccc(OC)cc3)c1=O)CCCC2,41.9%[59 µM],17.5%,9.7%,-7.2,83.1%[activator],-2.3%,1.8%,17.5%,14.9%
CCCCc1nnc(NC(=O)CCN2C(=O)C3CC=CCC3C2=O)s1 (stereo not drawn),25.6%[12.7 µM],-22.0%,-14.9%,-2.6,64.2%[activator],-4.1%,137.8%[activator],9.2%,-7.7%

Screening data (PubChem BioAssay)

Not all compounds are listed; the hit share may differ from the screen's.
